INS-1E ATP HTS – INS-1E beta cell protection from cytokine death; AID 488910; INS-1E cytokine-induced death, ATP luminescence, 48 h; normalised: neutral wells 0, positive control 100; hit rate 0.1% among 20,000; protection from cytokine-induced ATP loss, % at 10 µM;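 active means mean replicate protection from cytokine-induced ATP loss at least 50% and at least 75% of replicates each reaching 50%; inconclusive means meets only one of the two criteria, mean or replicate share; inactive means fails both the mean and replicate share criteria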
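Assay system: INS-1E rat insulinoma cells. Amount: 8000 cells per well. Medium: phenol-red-free RPMI with 5% fetal bovine serum. Reagent: IL-1β, TNF-α and IFN-γ cytokine mix. Doses: one compound concentration, pin transfer. Schedule: 48 h co-treatment, 10 min post-lysis read. Detection: CellTiter-Glo luminescence measuring cellular ATP.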
T cruzi intra – blocks T. cruzi growth inside host cells. intracellular Trypanosoma cruzi in host cells, plate reader. activity score (inhibition), % at 5.01 µM. hit rate 4.9% among 22,000; in the data active means activity score above about 55%; inconclusive means no clear call, values can overlap the other calls;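 further: parasites and compound incubated about four days before reading; 0% = median of neutral control wells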
* marks the source's active call; other numbers are inactive results; u = inconclusive; x = not tested or not shown. This is a random part of the collection; any-hit rate near 5.3%.

smiles,INS-1E ATP HTS,T cruzi intra
C[C@@H]1CN([C@H](C)CO)C(=O)c2cc(NC(=O)c3ccncc3)ccc2O[C@@H]1CN(C)Cc1ccc(-c2ccccc2)cc1,-19.3,4.4
Cc1cc(C(=O)Nc2cccc3c2O[C@H](CN(C)C(=O)NC(C)C)[C@@H](C)CN([C@@H](C)CO)C3=O)n(C)n1,11.5,17.7
Cc1noc(C)c1NC(=O)Nc1ccc2c(c1)CC(=O)N([C@H](C)CO)C[C@@H](C)[C@@H](CN(C)Cc1ccc(C(F)(F)F)cc1)O2,10.5,-9.0
Cc1noc(C)c1NC(=O)Nc1cccc2c1O[C@@H](CN(C)Cc1ccc(C(=O)O)cc1)[C@H](C)CN([C@@H](C)CO)C2=O,10.6,-7.3
Cc1noc(C)c1S(=O)(=O)Nc1cccc2c1O[C@H](CN(C)S(=O)(=O)c1ccccc1)[C@H](C)CN([C@@H](C)CO)C2=O,0.8,16.8
COc1ccc(NC(=O)N(C)C[C@@H]2Oc3ccc(NC(=O)Cc4ccccc4)cc3CC(=O)N([C@H](C)CO)C[C@@H]2C)cc1,1.4,7.3
Cc1ccc(S(=O)(=O)N(C)C[C@H]2Oc3ccc(NS(=O)(=O)c4ccccc4)cc3C(=O)N([C@H](C)CO)C[C@@H]2C)cc1,-7.2,20.5
C[C@@H]1CN([C@H](C)CO)C(=O)Cc2cc(NC(=O)C3CCCCC3)ccc2O[C@@H]1CN(C)S(=O)(=O)c1cn(C)cn1,0.1,-14.5
C[C@@H]1CN([C@@H](C)CO)C(=O)c2cccc(NC(=O)C3CCOCC3)c2O[C@H]1CN(C)S(=O)(=O)c1cn(C)cn1,12.8,-18.7
O=C(O)CCCCCC(=O)N/N=C/c1ccc(F)cc1,0.5,-17.6
COc1ccc(OC(=O)N(C)C[C@H]2OCc3cn(nn3)CCCC(=O)N([C@H](C)CO)C[C@H]2C)cc1,x,0.9
C[C@H](CO)N1C[C@H](C)[C@@H](CN(C)C(=O)Nc2ccc3c(c2)OCCO3)OCc2cnnn2CCCC1=O,x,-4.8
C[C@@H]1CN([C@@H](C)CO)C(=O)c2cc(NS(=O)(=O)c3cccs3)ccc2O[C@@H]1CN(C)C(=O)Nc1ccc2c(c1)OCO2,-1.1,-4.4
Cc1ccc(S(=O)(=O)Nc2ccc3c(c2)CC(=O)N([C@H](C)CO)C[C@@H](C)[C@@H](CN(C)S(=O)(=O)c2c(C)noc2C)O3)cc1,5.5,-10.4
C[C@H](CO)N1C[C@H](C)[C@@H](CN(C)Cc2ccc(C(F)(F)F)cc2)Oc2c(cccc2N(C)C)C1=O,-17.5,10.7
C[C@@H]1CN([C@H](C)CO)C(=O)c2cccc(NC(=O)Nc3cccc4ccccc34)c2O[C@H]1CN(C)C(=O)Nc1ccc(F)cc1,-4.7,22.4
COc1ccc(CN(C)C[C@@H]2Oc3ccc(NC(=O)Nc4ccc(C(F)(F)F)cc4)cc3C(=O)N([C@H](C)CO)C[C@H]2C)cc1,x,10.8
Cc1noc(C)c1NC(=O)Nc1cccc2c1O[C@H](CN(C)C(=O)Nc1ccc(F)cc1)[C@H](C)CN([C@H](C)CO)C2=O,6.0,-8.7
COc1ccc(S(=O)(=O)Nc2cccc3c2O[C@@H](CN(C)CC2CC2)[C@H](C)CN([C@H](C)CO)C3=O)cc1,11.0,-21.2
C[C@H](CO)N1C[C@H](C)[C@H](CN(C)S(=O)(=O)c2cccs2)Oc2c(NC(=O)c3cnccn3)cccc2C1=O,0.3,68.7*
C[C@@H]1CN([C@@H](C)CO)C(=O)c2cccc(NC(=O)c3ccncc3)c2O[C@@H]1CN(C)CC1CC1,1.7,-22.1
C[C@H]1CN([C@@H](C)CO)C(=O)c2cccc(NC(=O)c3nc4ccccc4s3)c2O[C@@H]1CN(C)S(=O)(=O)c1ccc(F)cc1,-20.4,67.4*
C[C@H](CO)N1C[C@H](C)[C@H](CN(C)S(=O)(=O)c2cccs2)Oc2ccc(NC(=O)Cn3cnnn3)cc2C1=O,x,-1.6
C[C@@H]1CN([C@H](C)CO)C(=O)c2cccc(NC(=O)c3cnccn3)c2O[C@H]1CN(C)C(=O)Nc1ccc(F)cc1,8.7,-21.3
COc1ccc(NC(=O)Nc2ccc3c(c2)CC(=O)N([C@H](C)CO)C[C@H](C)[C@H](CN(C)Cc2ccncc2)O3)cc1,0.3,-5.3
C[C@H](CO)N1C[C@H](C)[C@H](CN(C)C(=O)NC2CCCC2)OCc2cn(nn2)CCCC1=O,6.5,-19.0
C[C@H](CO)N1C[C@H](C)[C@H](CN(C)S(C)(=O)=O)Oc2c(NC(=O)Nc3ccc4c(c3)OCO4)cccc2C1=O,19.9,-4.3
COc1ccc(-c2cnc3c(c2)C(=O)N([C@H](C)CO)C[C@H](C)[C@H](CN(C)Cc2ccncc2)O3)cc1,x,16.3
C[C@@H]1CN([C@@H](C)CO)C(=O)c2cccc(NC(=O)Nc3ccc4c(c3)OCO4)c2O[C@H]1CN(C)CC1CCCCC1,-14.1,9.1
C[C@@H]1CN([C@H](C)CO)C(=O)Cc2cc(NS(=O)(=O)c3ccc(Cl)cc3)ccc2O[C@H]1CN(C)Cc1ccc2c(c1)OCO2,-5.8,64.5*
Cc1ccc(S(=O)(=O)Nc2cccc3c2O[C@@H](CN(C)C(=O)Nc2cccc4ccccc24)[C@H](C)CN([C@H](C)CO)C3=O)cc1,3.3,-26.4
C[C@@H]1CN([C@@H](C)CO)C(=O)c2cc(NC(=O)Cc3ccccc3)ccc2O[C@H]1CN(C)Cc1ccc2c(c1)OCO2,-2.5,-2.2
C[C@@H]1CN([C@H](C)CO)C(=O)c2cccc(NC(=O)Nc3cccc4ccccc34)c2O[C@@H]1CN(C)C(=O)Nc1ccc(C(F)(F)F)cc1,-105.3,64.8*
C[C@@H]1CN([C@@H](C)CO)C(=O)c2cccc(NC(=O)C3CCCCC3)c2O[C@@H]1CN(C)Cc1ccc2c(c1)OCO2,-9.7,9.2
C[C@H]1CN([C@@H](C)CO)C(=O)c2cc(NS(=O)(=O)c3cccs3)ccc2O[C@H]1CN(C)Cc1ccc(Cl)c(Cl)c1,x,35.7
C[C@@H]1CN([C@H](C)CO)C(=O)c2cccc(NS(=O)(=O)c3cn(C)cn3)c2O[C@H]1CN(C)Cc1ccc2c(c1)OCO2,8.4,0.0
C[C@H](CO)N1C[C@H](C)[C@@H](CN(C)CC2CCCCC2)Oc2c(NC(=O)C3CCCCC3)cccc2C1=O,-8.7,43.0
C[C@@H]1CN([C@@H](C)CO)C(=O)c2cccc(NS(=O)(=O)c3ccc(Cl)cc3)c2O[C@@H]1CN(C)S(=O)(=O)c1cccs1,-10.5,21.4
Cc1cc(C(=O)Nc2cccc3c2O[C@H](CN(C)C(=O)NC(C)C)[C@@H](C)CN([C@H](C)CO)C3=O)n(C)n1,5.8,-21.4
COc1ccc(S(=O)(=O)N(C)C[C@H]2Oc3c(NC(=O)c4ccc(-c5nccs5)cc4)cccc3C(=O)N([C@H](C)CO)C[C@@H]2C)cc1,9.7,16.0
C[C@H]1CN([C@@H](C)CO)C(=O)CCCn2nncc2CO[C@@H]1CN(C)C(=O)Nc1ccc(-c2cccs2)cc1,x,-15.8
C[C@@H]1CN([C@H](C)CO)C(=O)Cc2cc(N(C)C)ccc2O[C@H]1CN(C)S(=O)(=O)c1ccc(Cl)cc1,2.4,23.7
C[C@@H]1CN([C@H](C)CO)C(=O)Cc2cc(NC(=O)Nc3ccccc3)ccc2O[C@@H]1CN(C)C,6.5,-20.9
COc1ccc(Br)c(/C=N/NC(=O)c2ccccc2O)c1,-15.1,-9.4
COc1ccc(NC(=O)N(C)C[C@H]2Oc3c(NC(=O)CCCCCC(=O)Nc4ccccc4N)cccc3C(=O)N([C@@H](C)CO)C[C@H]2C)cc1,u,-0.3
C[C@H](CO)N1C[C@H](C)[C@@H](CN(C)Cc2ccc(Cl)c(Cl)c2)Oc2ccc(NC(=O)c3ccncc3)cc2C1=O,x,-11.0
C[C@@H]1CN([C@@H](C)CO)C(=O)c2cc(NC(=O)Nc3ccc(F)cc3)ccc2O[C@@H]1CN(C)S(=O)(=O)c1ccc(F)cc1,-3.0,4.0
C[C@@H]1CN([C@H](C)CO)C(=O)c2cc(NS(=O)(=O)c3ccc(Cl)cc3)ccc2O[C@@H]1CN(C)C(=O)NC1CCCCC1,0.9,7.3
C[C@@H]1CN([C@H](C)CO)C(=O)c2cc(NS(=O)(=O)c3ccc(F)cc3)ccc2O[C@H]1CN(C)Cc1ccc(Oc2ccccc2)cc1,-51.2,26.7
COc1ccc(S(=O)(=O)N(C)C[C@@H]2Oc3c(NC(=O)NC(C)C)cccc3C(=O)N([C@@H](C)CO)C[C@H]2C)cc1,12.6,0.5
C[C@@H]1CN([C@@H](C)CO)C(=O)c2cccc(NC(=O)Nc3ccccc3)c2O[C@H]1CN(C)C(=O)Nc1ccc(C(F)(F)F)cc1,-3.1,11.0
Cc1noc(C)c1NC(=O)Nc1cccc2c1O[C@@H](CN(C)S(C)(=O)=O)[C@@H](C)CN([C@@H](C)CO)C2=O,-59.4,66.6*
COc1ccc(NC(=O)Nc2cccc3c2O[C@H](CN(C)S(=O)(=O)c2ccccc2)[C@@H](C)CN([C@@H](C)CO)C3=O)cc1,6.3,5.7
COc1ccc(CN(C)C[C@H]2Oc3ccc(NS(=O)(=O)c4ccccc4)cc3CC(=O)N([C@H](C)CO)C[C@H]2C)cc1,17.9,48.9
COc1ccc(NC(=O)Nc2ccc3c(c2)CC(=O)N([C@@H](C)CO)C[C@@H](C)[C@@H](CN(C)C(=O)NC(C)C)O3)cc1,22.7,-25.3
CC(C)NC(=O)N(C)C[C@H]1Oc2ccc(NC(=O)CCCN(C)C)cc2CC(=O)N([C@@H](C)CO)C[C@@H]1C,-12.2,-0.8
COc1ccc(S(=O)(=O)N(C)C[C@@H]2Oc3ccc(NS(=O)(=O)c4cccs4)cc3C(=O)N([C@@H](C)CO)C[C@H]2C)cc1,-2.1,-1.4
COc1ccc(NC(=O)N(C)C[C@H]2Oc3ccc(NC(=O)C4CC4)cc3C(=O)N([C@@H](C)CO)C[C@@H]2C)cc1,0.8,-16.4
Cc1ccc(S(=O)(=O)Nc2ccc3c(c2)C(=O)N([C@H](C)CO)C[C@H](C)[C@H](CN(C)Cc2ccc(-c4ccccc4)cc2)O3)cc1,1.6,17.1
Cc1noc(C)c1NC(=O)Nc1ccc2c(c1)CC(=O)N([C@H](C)CO)C[C@H](C)[C@H](CN(C)Cc1ccc(C(F)(F)F)cc1)O2,-5.2,6.0

Compound profiles (already shown). Order of values: INS-1E ATP HTS, T cruzi intra
Shown for `C[C@@H]1CN([C@H](C)CO)C(=O)c2cc(NS(=O)(=O)c3ccc(F)cc3)ccc2O[C@H]1CN(C)Cc1ccc(Oc2ccccc2)cc1` : -51.2, 26.7
Shown for `C[C@H]1CN([C@@H](C)CO)C(=O)c2cc(NS(=O)(=O)c3cccs3)ccc2O[C@H]1CN(C)Cc1ccc(Cl)c(Cl)c1` : x, 35.7
Shown for `C[C@@H]1CN([C@@H](C)CO)C(=O)c2cc(NC(=O)Nc3ccc(F)cc3)ccc2O[C@@H]1CN(C)S(=O)(=O)c1ccc(F)cc1` : -3.0, 4.0

(next part)
smiles,INS-1E ATP HTS,T cruzi intra
C[C@@H]1CCCCO[C@@H](CN(C)S(C)(=O)=O)[C@@H](C)CN([C@H](C)CO)C(=O)c2cc(NC(=O)C3CCCCC3)ccc2O1,-4.9,x
C[C@H]1CN([C@@H](C)CO)C(=O)c2cccc(NC(=O)NC3CCCCC3)c2O[C@H]1CN(C)Cc1ccc(C(F)(F)F)cc1,-16.6,-16.0
C[C@@H]1CCCCO[C@H](CN(C)Cc2ccc3c(c2)OCO3)[C@@H](C)CN([C@H](C)CO)C(=O)c2cc(NC(=O)Nc3ccc(C(F)(F)F)cc3)ccc2O1,-42.3,78.4*
C[C@H](CO)N1C[C@H](C)[C@H](CN(C)C(=O)NC2CCCCC2)Oc2ccc(NS(=O)(=O)c3cccs3)cc2CC1=O,-1.2,-6.1
COc1ccc(NC(=O)Nc2ccc3c(c2)C(=O)N([C@@H](C)CO)C[C@@H](C)[C@H](CN(C)C(=O)Nc2ccc(C(F)(F)F)cc2)O3)cc1,-4.6,8.6
C[C@H]1CN([C@@H](C)CO)C(=O)CCCn2nncc2CO[C@H]1CN(C)C(=O)OCc1ccccc1,x,11.3
COc1ccc(NC(=O)Nc2ccc3c(c2)C(=O)N([C@H](C)CO)C[C@H](C)[C@@H](CN(C)C(=O)Nc2ccc4c(c2)OCO4)O3)cc1,3.1,-13.1
C[C@@H]1CN([C@H](C)CO)C(=O)c2cc(NC(=O)CCN3CCOCC3)ccc2O[C@H]1CN(C)Cc1ccc2c(c1)OCO2,2.8,-21.1
COc1ccc(NC(=O)N(C)C[C@@H]2Oc3c(cccc3N(C)C)C(=O)N([C@@H](C)CO)C[C@@H]2C)cc1,0.3,-13.9
C[C@@H]1CN([C@H](C)CO)C(=O)c2cccc(NS(=O)(=O)c3ccccc3)c2O[C@H]1CN(C)S(=O)(=O)c1ccccc1,1.4,-6.1
C[C@@H]1CN([C@@H](C)CO)C(=O)c2cccc(N(C)C)c2O[C@H]1CN(C)S(=O)(=O)c1ccc(Cl)cc1,5.1,3.5

Screening results from PubChem BioAssay.
